# Assay outcomes as filed in PubChem.
# TRb SRC2 PPI: qHTS for Inhibitors of the Interaction of Thyroid Hormone Receptor and Steroid Receptor Coregulator 2. Thyroid hormone receptor beta (Homo sapiens), P10828. TRbeta-SRC2 peptide binding, fluorescence polarization; receptor liganded with 1 µM T3. Potency, µM (titrated, usually from 106 µM), without a hit: top-dose activity change, negative = inhibition, hits mostly inhibitors. 280,000 tested, 0.065% active;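 also: plate controls were bound peptide for no effect and peptide without receptor for full effect; nearly all actives have a fitted effect of over 50% in size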
# Target sequence (P10828 whole entry, looked up): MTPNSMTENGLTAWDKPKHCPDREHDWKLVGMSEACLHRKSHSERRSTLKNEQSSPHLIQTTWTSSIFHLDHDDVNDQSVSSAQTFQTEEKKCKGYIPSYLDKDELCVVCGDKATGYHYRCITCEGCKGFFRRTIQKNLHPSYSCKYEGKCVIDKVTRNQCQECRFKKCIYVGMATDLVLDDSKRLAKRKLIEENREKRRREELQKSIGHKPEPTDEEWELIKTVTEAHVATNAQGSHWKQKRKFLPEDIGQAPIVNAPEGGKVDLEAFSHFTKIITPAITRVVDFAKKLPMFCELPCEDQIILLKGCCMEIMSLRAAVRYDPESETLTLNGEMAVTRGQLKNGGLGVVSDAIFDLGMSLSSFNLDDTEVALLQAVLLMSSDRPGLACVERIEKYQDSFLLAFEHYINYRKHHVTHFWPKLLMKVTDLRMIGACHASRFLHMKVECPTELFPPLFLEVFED
#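 A fluorescence polarization screen tested compounds at multiple concentrations against complex formation between 0.6 uM TRb ligand-binding domain and 20 nM Texas Red SRC2 peptide, with 1 uM T3 present; readout after 5 hr.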
# HTT ATP protect: qHTS Multiplex Assay to Identify Dual Action Probes in a Cell Model of Huntington: Cytoprotection (ATP) | PC12 HTT-Q103 induced, cytoprotection, ATP luminescence, 40 h | Potency, µM (series often up to 56.4 µM), for the others: cytoprotection (ATP increase), hits mostly activators | 230,000 tested, 0.14% active | AID 1471, 2008;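 also: % of control where 0% means no effect; nearly all actives have a fitted effect of over 45% in size; toxic huntingtin expression switched on by the ecdysone agonist tebufenozide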
#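 Quantitative HTS on tebufenozide-induced (100 nM) PC12 cells expressing HTTQ103 exon 1–GFP; compounds tested as a concentration series; survival measured via cellular ATP.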
# Tau fibril FP: qHTS for Inhibitors of Tau Fibril Formation, Fluorescence Polarization; Microtubule-associated protein tau (Homo sapiens), P10636; K18 P301L tau heparin fibrillization, Alexa594 FP, 6 h; Potency, µM (titrated, usually from 57.7 µM), inactives show at the highest dose activity, negative = inhibition, actives largely listed as inhibitors; 280,000 tested, 0.39% active; also: % is scaled to controls: 0 for no effect and ±100 for the full control effect; nearly all actives have a fitted effect of over 55% in size
#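 Heparin (20 uM) drove fibril formation of recombinant tau K18 P301L, 15 uM unlabeled with 0.24 uM Alexa 594 label, for 6 hr at 37 C in 100 mM sodium acetate pH 7. Fluorescence polarization (555/632 nm) read 1 hr after 30 uM ThT.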
# TexasRed fluor: Total Fluorescence Counterscreen for Inhibitors of the Interaction of Thyroid Hormone Receptor and Steroid Receptor Coregulator 2; 280,000 tested, 0.29% active; AID 1479, 2009; Potency, µM (highest dose often 106 µM), for the others: at the top dose fluorescence change, negative = quenching; TRb/SRC2 Texas Red total fluorescence interference; active = well fitted curve in either direction with a large enough effect; inconclusive = small, poorly fitted or top-dose-only effect; also: % is scaled to controls: 0 for no effect and ±100 for the full control effect
#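 Flags fluorescent or light-absorbing compounds by total fluorescence, S + 2P, at 555 nm excitation and 632 nm emission. Mixture: 20 nM Texas Red SRC2 peptide, 0.6 uM human TRb LBD, 1 uM T3, 5% DMSO; compound exposure 5 h at ambient temperature.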
# Tau fibril ThT: qHTS for Inhibitors of Tau Fibril Formation, Thioflavin T Binding; Potency, µM (top dose mostly 57.4 µM), for inactives: at the top dose activity, negative = inhibition, hits mostly inhibitors; 270,000 tested, 2.1% active; recombinant tau K18 P301L, heparin-induced fibrillization, ThT fluorescence; Microtubule-associated protein tau (Homo sapiens), P10636; also: % is scaled to controls: 0 for no effect and ±100 for the full control effect; nearly all actives have a fitted effect of over 55% in size
#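 ThT emission at 510 nm, taken 1 hr after adding 30 uM dye, quantifies aggregates formed when 20 uM heparin acts on human tau K18 P301L for 6 hr at 37 C.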
# L3MBTL1 inh: qHTS Assay for the Inhibitors of L3MBTL1 | Lethal(3)malignant brain tumor-like protein 1 (Homo sapiens), Q9Y468 | AlphaScreen L3MBTL1–H3K9me1 peptide binding | Potency, µM (titrated, usually from 57.1 µM), without a hit: at the highest dose activity, negative = inhibition, hits mostly inhibitors | 230,000 tested, 0.66% active | AID 485360, 2010; also: % is scaled to controls: 0 for no effect and ±100 for the full control effect; nearly all actives have a fitted effect of over 60% in size
#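 AlphaScreen proximity signal between nickel-chelate acceptor and streptavidin donor beads (final 10 ug/mL) reports binding of 50 nM L3MBTL1 to 75 nM biotin-H3 K9me1 peptide; complex incubated with compounds 30 min at room temperature; cefsulodin titration as control.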
# RECQ1 helicase: qHTS Assay for Inhibitors of RecQ-Like Dna Helicase 1 (RECQ1); ATP-dependent DNA helicase Q1 (Homo sapiens), P46063; AID 2549, 2010; RECQ1 DNA unwinding, red fluorescence kinetic read; 240,000 tested, 0.54% active; Potency, µM (doses to about 57.3 µM), for inactives: at the highest dose activity, negative = inhibition, most hits filed as inhibitors;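 also: plate controls were vehicle for no effect and no enzyme for full effect; nearly all actives have a fitted effect of over 30% in size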
# Target sequence (P46063 whole entry, looked up): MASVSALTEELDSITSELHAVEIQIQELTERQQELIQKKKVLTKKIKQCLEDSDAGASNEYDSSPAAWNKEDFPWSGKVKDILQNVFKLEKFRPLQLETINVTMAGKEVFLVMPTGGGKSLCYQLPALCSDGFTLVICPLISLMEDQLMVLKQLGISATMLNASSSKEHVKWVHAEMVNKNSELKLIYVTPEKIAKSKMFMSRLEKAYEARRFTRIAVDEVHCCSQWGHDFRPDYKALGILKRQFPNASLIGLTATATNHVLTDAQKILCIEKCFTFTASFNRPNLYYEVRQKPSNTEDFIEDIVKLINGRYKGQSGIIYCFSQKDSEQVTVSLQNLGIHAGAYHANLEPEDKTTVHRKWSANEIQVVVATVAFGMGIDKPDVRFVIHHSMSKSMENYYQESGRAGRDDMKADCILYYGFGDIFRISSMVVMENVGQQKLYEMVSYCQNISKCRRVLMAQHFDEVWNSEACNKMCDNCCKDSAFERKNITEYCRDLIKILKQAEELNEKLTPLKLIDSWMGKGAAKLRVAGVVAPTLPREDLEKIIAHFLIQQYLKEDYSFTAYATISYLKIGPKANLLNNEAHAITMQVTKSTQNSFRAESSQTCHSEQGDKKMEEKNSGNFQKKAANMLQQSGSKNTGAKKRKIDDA
#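 RECQ1T1 50 nM; forked duplex (20 bp + 30-nt ss tails) 200 nM, ATP 2 mM final; pH 8.0, 2 mM MgCl2, 2.5 ug/ml poly(dI-dC); 15 min compound preincubation; discontinuous kinetic read over 2 h at RT.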
# Tau fluor counter: Counterscreen qHTS for Inhibitors of Tau Fibril Formation, Fluorescence Polarization. tau K18 P301L Alexa594 fluorescence, heparin fibrillization. Potency, µM (top dose mostly 57.7 µM), for inactives: at the top dose activity change, negative = decrease. 280,000 tested, 0.93% active. AID 1463, 2008; also: % is scaled to controls: 0 for no effect and ±100 for the full control effect; nearly all actives have a fitted effect of over 55% in size
#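 Human tau K18 P301L (15 uM unlabeled, 0.24 uM Alexa 594-labeled) in 100 mM sodium acetate pH 7 with 20 uM heparin, 6 hr at 37 C. ThT 30 uM added, 1 hr ambient; Alexa 594 FP and total fluorescence read at 555/632 nm.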
# * = called active by the depositor; i = inactive; ? = inconclusive; . = not tested or not shown; [ ] = another dose, or the depositor's remark. Unless noted, calls follow the shape of the dose curve; as a rule, active = well fitted curve in the direction sought with a large enough effect; inconclusive = small, poorly fitted or top-dose-only effect, or another doubt; inactive = no such curve, though single readings can be large; an effect the other way counts as inactive or inconclusive. Potency is read from the fitted curve at half-maximal effect. This is a subset. The share of hits here may be higher or lower than overall.
SMILES,TRb SRC2 PPI,HTT ATP protect,Tau fibril FP,TexasRed fluor,Tau fibril ThT,L3MBTL1 inh,RECQ1 helicase,Tau fluor counter
Cc1ccc2c(=O)cc(C(=O)Nc3ccc(S(=O)(=O)Nc4onc(C)c4C)cc3)oc2c1C,0%,.,-5%,-2%,-18%,.,.,-23%
COc1ccc(CCC(=O)O)c(O)c1,3%,3%[10 µM],-2%,-3%,0%,.,i,2%
O=C(O)CS(=O)(=O)CC(=O)NCc1cccc(C(F)(F)F)c1,3%,-22%,-2%,-6%,-2%,8%,9%,-2%
O=[N+]([O-])c1cc(-c2nnc(Nc3ccccc3)c3ccccc23)ccc1N1CCOCC1,4%,0%[1.9 µM],15%,-13%,?,-13%,-4%,?
O=S(=O)(NCCOC12CC3CC(CC(C3)C1)C2)c1cccc2nsnc12,-6%,3%,0%,0%,-10%,.,0%,-10%
Cc1cccn2c(CN3CCCC(c4ccccc4)C3)c(C(=O)N3CCOCC3)nc12 (configuration not stated),-5%,-34%[inhibitor],-2%,0%,-1%,0%,-16%,-2%
CCCc1nc2oc3c(N4CCNCC4)ncnc3c2c2c1CCCC2,3%,-5%,-3%,-2%,-9%,-7%,-2%,-3%
CCN(C(=O)CCS(=O)(=O)c1cc2c(cc1C)NC(=O)CO2)c1cccc(C)c1,-1%,.,-3%,-25%,-5%,.,.,-8%
CC(C)(C)OC(=O)N/N=C/c1cn(-c2ccccc2)nc1-c1cccnc1,0%,-23%,-3%,-1%,-13%,.,-18%,-17%
CC(=O)c1cccc(NC(=O)C2CC(=O)N(CCc3ccccc3)C2)c1 (configuration not stated),-1%,-22%,1%,-1%,-6%,.,i,-7%
Cc1c(C)n(C(=O)CSc2nccn2C)c2ccccc12,1%,-25%,0%,0%,-10%,-6%,-6%,-1%
CS(=O)(=O)Nc1cccc(-c2nccc(NCc3ccccc3)n2)c1,-5%,-6%,-12%,0%,-8%,.,-10%,-24%
Cc1cc(C(F)(F)F)n(-c2nc(C(=O)NN)cs2)n1,-5%,-14%[10 µM],5%,1%,?,16%,-4%,6%
Cc1ccc(N(C(=O)c2ccc(S(=O)(=O)N3CCOCC3)cc2)C2C=CS(=O)(=O)C2)cc1 (configuration not stated),-4%,-8%,3%,2%,7%,.,i,5%
CCN(CC)C(=O)CSc1nc2sc3c(c2c(=O)n1-c1ccc(C)cc1)CC(C)(C)SC3,7%,-22%,1%,0%,-23%,.,-5%,-7%
O=C(O)CSCCOc1ccc(OCCSCC(=O)O)cc1,-2%,.,-7%,-1%,-4%,-16%,-1%,-1%
Cc1cc(C)cc(OCC(=O)OCC(=O)N2CC(=O)Nc3ccccc32)c1,-2%,-9%[10 µM],-8%,-4%,-7%,?,i,-8%
CCC(CC)C(=O)Nc1ccc(C(=O)Nc2cc(C)on2)cc1,-5%,?,11%,1%,0%,.,-6%,-5%
COc1cc2c(cc1OC)CN(C(=S)NC(=O)c1ccccc1)CC2,2%,40%[10 µM],3%[2.34 µM],-2%,-13%,1%,i,-8%
CC(NC(=O)CSc1nc2ccccc2c(=O)[nH]1)c1ccccc1 (configuration not stated),3%,-17%[0.074 µM],-6%,-5%,-4%,3%,0%,-4%
O=c1c2sccc2nc(SCc2cc(=O)n3ccccc3n2)n1-c1ccc(Br)cc1,-2%,12%[10 µM],10%,-2%,6%,2%,i,-10%
O=C(NC(=O)c1ccccc1)NC(=O)c1ccccc1,-5%,14%,4%,2%,1%,.,-7%,-2%
COc1ccc(NC(=O)CCN2C(=O)c3ccccc3S2(=O)=O)cc1,-9%,-9%,6%,-1%,3%,.,-6%,7%
O=C(Nc1cccc2ccccc12)c1cc2c(cc1Br)OCO2,4%,6%[10 µM],3%,-2%,?,-9%,i,-3%
CCN(CC)c1nc2ccccc2[nH]1,-1%,-6%,-4%,-4%,0%,7%,i,-1%
O=C1c2ccccc2-c2onc3c(N4CCN(C5CCCCC5)CC4)cc(NCCO)c1c23,-11%,.,-11%,8%,7.1µM*,.,.,?
Cn1c(=O)c2[nH]c(Nc3ccccc3)nc2n(C)c1=O,-11%,8%[10 µM],3%,-9%,-12%,?,-1%,-22%
C/C(=C/Cc1c(O)cc2oc(C)cc(=O)c2c1O)COC1OC(CO)C(O)C(O)C1O (configuration not stated),-3%,.,4%,-3%,-6%,6%,-4%,-4%
O=C(Nc1ccccc1C(F)(F)F)C1(S(=O)(=O)c2ccc(Cl)cc2)CC1,5%,.,-11%,-17%,-9%,.,.,-22%
COc1ccc(/C(C)=N/Nc2ncc(Cl)cc2Cl)c(O)c1,8%,-65%[inhibitor][10 µM],-1%,0%,-10%,2%,-1%,-1%

# For convenience, 2 of the compounds above:
SMILES,TRb SRC2 PPI,HTT ATP protect,Tau fibril FP,TexasRed fluor,Tau fibril ThT,L3MBTL1 inh,RECQ1 helicase,Tau fluor counter
Cc1ccc2c(=O)cc(C(=O)Nc3ccc(S(=O)(=O)Nc4onc(C)c4C)cc3)oc2c1C,0%,.,-5%,-2%,-18%,.,.,-23%
COc1ccc(CCC(=O)O)c(O)c1,3%,3%[10 µM],-2%,-3%,0%,.,i,2%

# Further results:
SMILES,TRb SRC2 PPI,HTT ATP protect,Tau fibril FP,TexasRed fluor,Tau fibril ThT,L3MBTL1 inh,RECQ1 helicase,Tau fluor counter
Cc1c(NC(=O)c2cc3c(=O)n4ccccc4nc3s2)c(=O)n(-c2ccccc2)n1C,-2%,6%[10 µM],1%,-2%,.,.,0%,5%
Cc1ccc(NS(=O)(=O)c2ccc(OCC(=O)Nc3cccc([N+](=O)[O-])c3)c(C)c2)cc1,-4%,-35%,-7%,-1%,-4%,-5%,-13%,14µM*[quencher]
CCCCNc1nc(Oc2ccc(OCC(N)=O)nn2)nc(N2CCOCC2)n1,-6%,.,4%,1%,-3%,.,.,-2%
O=C(Cn1ncc2c3ccccc3n(Cc3ccc(Cl)cc3)c2c1=O)NCc1cccs1,4%,.,-12%,-2%,-5%,.,.,-5%
O=c1c(N2CCOCC2)coc2ccccc12,-7%,2%[10 µM],0%,2%,-4%,-1%,i,7%
Cc1noc(C)c1C(=O)N1CCN(CCc2ccccc2)CC1,7%,-15%[0.074 µM],8%,-6%,-17%,-10%[11.4 µM],7%,-4%
Cc1cc(-c2ccc(C)c(S(=O)(=O)N(Cc3cccs3)C(C)C)c2)on1,-9%,.,4%,-1%,-10%,.,.,?
CCC(C)(C)c1nnc(NC(=O)c2ccc([N+](=O)[O-])cc2)s1,-4%,-16%,3%,1%,-12%,.,-13%,-5%
CC(c1ccncn1)N(C)Cc1nc(Cc2ccccc2F)no1 (configuration not stated),1%,0%[10 µM],-2%,0%,-12%,-2%,-9%,-3%
c1ccc(-c2ccccc2OCCCN2CCCCC2)cc1,-15%,-12%[10 µM],5%,-1%,-11%,-5%,-7%,-7%
CCOc1ccc(Nc2nc(N)nc(CSC(=S)N3CCOCC3)n2)cc1,-7%,29%[10 µM],10%,-7%,?,6%,-22%,?
CCOC(=O)C1=C(CSc2nc(-c3ccccc3)ccc2C#N)OC(N)=C(C#N)C1c1cccnc1 (configuration not stated),10%,-45%[inhibitor],0%,0%,?,.,-22%,?
O=C(NCc1cccs1)C(NS(=O)(=O)c1cccc2nsnc12)c1ccccc1 (configuration not stated),3%,-8%,2%,-2%,-1%,0%,-5%,-1%
O=C(c1cc(F)ccc1F)C1CCCN(C(=O)CCc2cnccn2)C1 (configuration not stated),3%,26%[10 µM],?,-4%,-4%,17%,-1%,-4%
C=CCNC(=O)C1CCN(S(=O)(=O)c2ccc(Br)cc2)CC1,-1%,-27%,-2%,-2%,-3%,-8%,-4%,2%
Cn1nc(C(F)(F)F)c2cc(C(=O)NC3CC3)sc21,-5%,20%[10 µM],-2%,-4%,-8%,1%,i,-5%
COc1cc(/C=C/c2nc(C#N)c(NC(C)c3ccccc3)o2)cc(OC)c1OC (configuration not stated),0%,.,15%,-6%,?,.,.,?
O=C(O)COCC(=O)N1CCN(C(c2ccccc2)c2ccccc2)CC1,-1%,-8%[10 µM],7%,0%,.,.,0%,-1%
O=c1cc(-c2ccccc2)[nH]c2nc(Cl)ccc12,4%,-16%[1.9 µM],5%,-1%,-4%,.,0%,-3%
Cc1cc(C(=O)N2CCN(c3ncccn3)CC2)c(C)o1,2%,-9%[10 µM],0%,0%,-16%,7%,0%,-5%
O=C(NNS(=O)(=O)c1ccccc1)c1ccc(S(=O)(=O)N2CCCCC2)cc1,5%,36%[10 µM],-5%,0%,9%,3%,-7%,5%
COc1ccc(C2CC(=O)c3cnn(-c4nc(C)cc(C)n4)c3C2)cc1OC (configuration not stated),-6%,-10%[10 µM],3%,-3%,-4%,-6%,-4%,1%
COc1ccc(C(C)(C)C)cc1NC(=S)NCCN1CCOCC1,9%,11%[10 µM],15%,5%,-3%,?,2%,-5%
Cc1ccc2c(c1)N(C(=O)CCC(=O)O)CCO2,6%,.,7%,5%,3%,3%,-9%,3%
Cc1ccc(NS(=O)(=O)c2cccc(C(=O)N/N=C/c3ccc4c(c3)OCCO4)c2)c(C)c1,5%,10%[0.074 µM],0%,-1%,9%,-15%,0%,10%
O=C(O)c1ccc2c(c1)ncn2C1CCCCCC1,-4%,3%[0.074 µM],3%,-2%,-5%,.,2%,-4%
O=C(Nc1cccnc1)c1cn(-c2ccccc2)nc1-c1cccs1,8%,-45%[inhibitor][10 µM],28µM*,1%,7%,-4%,-5%,18µM*[quencher]
